# Screening data deposited in PubChem BioAssay by Broad Institute.
# PfHsp90 set2 – growth inhibition of PfHsp90-expressing yeast, primary screen, antimalarial PfHsp90 inhibitor project, S. cerevisiae, BacTiter-Glo luminescence, single point, set 2. 310,000 compounds, 0.32% hits. BacTiter-Glo ATP, 48 h; yeast lacking PDR1 and PDR3 efflux regulators. inhibition, % at 9.4 µM;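 active means every replicate shows inhibition above about 80%, whatever the replicate mean, limit read from the data; inconclusive means mean inhibition reaches the set limit but some replicate falls short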;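 further: 0% = DMSO neutral controls and 100% = 20 µM radicicol positive controls; yeast relying on Plasmodium falciparum Hsp90 in place of its own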
# CAL PDZ FP-1 – CAL PDZ peptide-binding inhibitors, primary screen, biochemical, fluorescence polarization, Cer-tagged CAL PDZ, HTS; inhibition, % at 20 µM; AID 504414, 2011; Golgi-associated PDZ and coiled-coil motif-containing protein (Homo sapiens), Q9HD26; 330,000 compounds, 0.02% hits; purified CAL PDZ, TMR-peptide fluorescence polarization, 1 h;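 active means highest replicate inhibition of at least 40%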;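 further: plate controls were DMSO neutral control wells for no effect and unlabeled competitor peptide control wells for full effect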
#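 System: purified tagged CAL PDZ domain construct (CerCALP). Schedule: 1 h incubation at room temperature before polarization reading. Medium: 25 mM sodium phosphate pH 7.4, 150 mM NaCl, TCEP, IgG, Thesit. Read-out: percent inhibition from loss of millipolarization. Measured by: FP readout, S and P plane fluorescence. Probe or stimulus: fluorescent TMR peptide probe.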
# PvdQ inh – P. aeruginosa PvdQ acylase inhibitors, primary screen, biochemical, fluorescence, plate reader and imaging, single point; PvdQ acylase [Pseudomonas aeruginosa LESB58]; purified PvdQ acylase; inhibition, % at 10 µM; 340,000 compounds, 0.063% hits; in the data active means inhibition above about 30%, passing the limit was not always enough; inconclusive means no clear call, values can overlap the other calls;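 further: 0% = vehicle neutral wells and 100% = reference inhibitor wells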
# MITF TRPM1 HTS – activators of MITF-driven TRPM1 promoter reporter, primary screen, cell-based, SK-MEL-5, luciferase, single point; activation, % at 12.5 µM; AID 588334, 2011; SK-MEL-5 TRPM1-promoter luciferase, 24 h; % of positive control, neutral wells = 0; 300,000 compounds, 0.75% hits;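 active means mean activation of at least 80% with every replicate also reaching 80%; inconclusive means mean reaches 80% but some replicate falls short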;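 further: 0% = neutral control wells and 100% = parthenolide positive control wells; values of inactives mirror those of a sister screen read the other way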
# Rtt109 Vps75 – inhibitors of C. albicans Rtt109/Vps75 HAT, primary screen, biochemical, ThioGlo CoA-SH fluorescence, plate reader. Histone acetyltransferase RTT109 (Candida albicans (strain SC5314 / ATCC MYA-2876)), …. purified Rtt109/Vps75, 4 h. inhibition, % at 34.9 µM. 330,000 compounds, 0.16% hits. AID 540336, 2011;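 active means inhibition of at least 50% in every replicate; inconclusive means best replicate reaches 50% inhibition but some replicates fall short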
# SR-BI DiI-HDL act – activators of SR-BI mediated DiI-HDL uptake, primary screen, ldlA[mSR-BI] CHO cells, DiI fluorescence; 3 h; 100 = double the neutral-control signal; activation, % at 12.5 µM; 320,000 compounds, 0.096% hits;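 active means mean replicate activation of at least 60% and every replicate at or above 60%; inconclusive means mean or all-replicate condition met, but not both; inactive means mean below 60% and not all replicates reaching 60%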;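 further: 0% = median plate neutral-control signal and 100% = twice that signal; values of inactives mirror those of a sister screen read the other way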
#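 Test system: SR-BI-overexpressing, LDLR-lacking CHO cells; Also added: labelled HDL, 10 µg/mL; Measured by: bottom-read cell fluorescence after medium removal, ex 550/em 595 nm; Timing: 3 h uptake period with compound, 37 °C; Buffer or medium: F12, 0.5% BSA, 25 mM HEPES; Doses: single compound concentration, delivered by pin transfer.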
# NSD2 inh – NSD2 histone methyltransferase inhibitors, primary screen, biochemical, AlphaScreen, single concentration, set 2 | 310,000 compounds, 0.54% hits | NSD2 peptide methylation, 120 min | Histone-lysine N-methyltransferase NSD2 (Homo sapiens), O96028 | inhibition, % at 12.5 µM; in the data active means inhibition above about 50%
# dFosB activator – activators of delta FosB homodimer, primary screen, biochemical, fluorescence polarization, TAMRA-CDK5 oligo, single point. Protein FosB (Mus musculus), P13346. purified delta FosB; percent of positive-control signal above neutral wells. activation, % at 25 µM. 340,000 compounds, 0.99% hits. AID 493131, 2011;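 active means mean activation above about 17%, with every replicate also reaching it, limit read from the data, passing the limit was not always enough; inconclusive means only one of the two conditions met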;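 further: fluorescence polarization rise as delta FosB binds a TAMRA Cdk5 AP-1 oligo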
# Target sequence (P13346 whole entry, looked up): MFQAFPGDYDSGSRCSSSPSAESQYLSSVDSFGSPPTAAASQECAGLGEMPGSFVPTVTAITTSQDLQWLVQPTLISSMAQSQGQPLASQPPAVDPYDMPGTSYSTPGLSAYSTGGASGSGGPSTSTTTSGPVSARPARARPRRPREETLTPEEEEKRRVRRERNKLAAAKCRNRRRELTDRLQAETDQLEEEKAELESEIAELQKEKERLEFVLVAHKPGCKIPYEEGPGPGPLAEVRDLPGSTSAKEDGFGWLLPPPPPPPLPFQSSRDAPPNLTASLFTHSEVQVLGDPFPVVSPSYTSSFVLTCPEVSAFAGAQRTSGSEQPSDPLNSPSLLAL
# SR-BI HDL uptake – inhibitors of SR-BI mediated HDL lipid uptake, primary screen, ldlA[mSR-BI] cells, fluorescence, single point. Scavenger receptor class B member 1 (Mus musculus), Q61009. ldlA[mSR-BI] CHO cells, DiI-HDL uptake fluorescence, 3 h. inhibition, % at 12.5 µM. 320,000 compounds, 0.96% hits;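 active means mean replicate inhibition of at least 70% and a set share of replicates each scoring 70 or more; inconclusive means meets just one of the two criteria; inactive means fails both criteria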;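 further: 0% = median of neutral control wells and 100% = median of positive control wells; values of inactives mirror those of a sister screen read the other way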
# Target sequence (Q61009 whole entry, looked up): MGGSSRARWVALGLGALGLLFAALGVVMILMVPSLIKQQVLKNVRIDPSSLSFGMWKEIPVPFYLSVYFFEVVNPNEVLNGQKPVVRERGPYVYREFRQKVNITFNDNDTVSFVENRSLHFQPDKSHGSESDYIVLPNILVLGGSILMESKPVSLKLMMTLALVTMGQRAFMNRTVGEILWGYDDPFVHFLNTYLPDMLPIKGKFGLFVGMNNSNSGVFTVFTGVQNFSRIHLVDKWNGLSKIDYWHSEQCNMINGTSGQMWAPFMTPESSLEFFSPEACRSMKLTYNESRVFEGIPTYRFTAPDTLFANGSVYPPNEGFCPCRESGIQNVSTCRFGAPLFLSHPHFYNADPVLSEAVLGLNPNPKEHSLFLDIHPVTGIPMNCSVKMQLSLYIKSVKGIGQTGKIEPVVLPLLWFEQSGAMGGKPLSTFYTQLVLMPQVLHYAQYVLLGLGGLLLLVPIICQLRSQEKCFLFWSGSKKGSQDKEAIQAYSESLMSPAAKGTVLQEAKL
# CAL PDZ FP-2 – untagged CAL PDZ binding inhibitors, primary screen, biochemical, fluorescence polarization, HTS; Golgi-associated PDZ and coiled-coil motif-containing protein (Homo sapiens), Q9HD26; purified CAL PDZ, TMR-peptide fluorescence polarization, 1 h; inhibition, % at 24.9 µM; 300,000 compounds, 0.92% hits; AID 602252, 2012;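 active means mean inhibition of at least 30% with at least half of replicates also reaching 30%; inconclusive means no clear call, values can overlap the other calls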;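 further: 0% = DMSO neutral control and 100% = excess unlabeled competitor peptide PRC23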
# * marks the source's active call; other numbers are inactive results; ? = inconclusive; nt = no result given. Rows were taken by chance, and some 4.3% of all compounds hit somewhere here.
SMILES,PfHsp90 set2,CAL PDZ FP-1,PvdQ inh,MITF TRPM1 HTS,Rtt109 Vps75,SR-BI DiI-HDL act,NSD2 inh,dFosB activator,SR-BI HDL uptake,CAL PDZ FP-2
COC(=O)c1ccc(C2C(Oc3ccc(OC)cc3)C(=O)N2CCc2ccc(OC)c(OC)c2)cc1 (configuration not stated),-5,-3.1,-7,-5,9,-8,-3,7,8,nt
COCCCNC(=O)C(=O)Nc1ccc2c(c1)N(S(=O)(=O)c1cccs1)CCC2,nt,-3.0,-10,-26,8,-25,1,-13,25,-1
O=S(=O)(NC(=S)Nc1ccccc1)c1ccc(F)cc1,-5,-0.3,-5,4,5,nt,-1,3,nt,3
Cc1c(N=C2N=C(NC(=O)c3ccc(F)cc3)c3ccccc32)c(=O)n(-c2ccccc2)n1C,24,1.1,-11,20,9,-66,nt,-13,66,3
Cc1nc(-c2ccc(NC(=O)c3ccccc3Br)cc2)cs1,-22,-2.4,1,?,-7,-16,1,-5,16,-2
COc1ccc(S(=O)(=O)NCCc2ccncc2)cc1,10,-0.8,-18,-2,-5,19,-2,8,-19,63*
Clc1ccc(-c2cn3cc(Cl)ccc3n2)cc1,11,-2.8,-7,9,-9,-53,-3,0,53,10
COc1ccc(OC)c(N(CC(=O)N2CCN(c3cc(Cl)ccc3C)CC2)S(C)(=O)=O)c1,8,-0.2,4,8,7,-41,0,-8,41,-1
CCc1cccc(NC(=O)Cc2cn(C)c3ccccc23)c1,nt,-3.3,-11,nt,-12,24,-7,-5,-24,0
CCN1C(=O)[C@@H]2Cc3c([nH]c4ccccc34)C(c3ccc(OC)cc3)N2C1=S (some centres not stated),-14,-0.5,-18,-9,4,-15,-4,-8,15,-3
CCN(CC)C(=O)c1nc[nH]c1C(=O)N1CCc2ccccc2C1,-3,0.0,-17,2,-3,24,nt,-1,-24,-7
C#CCOCCOCCOCCNc1nc(N2CCN(C(=O)CCCCCCCCCCNC(=O)Cn3cc(C[C@@H](C)O)nn3)CC2)nc(N2CCN(C(=O)CCCCCCCCCCNC(=O)[C@@H](CCSC)n3cc(CCO)nn3)CC2)n1,16,-1.7,-12,-77,1,-7,nt,-10,7,-7
COc1c(Cl)ccc(Cl)c1C(=O)NC(=O)Nc1nc(C)cc(C)n1,-6,-0.1,-23,-11,-5,-19,2,2,19,-3
COCCN(C(=O)CCC(=O)Nc1cc(C)on1)C(C(=O)NC(C)(C)C)c1cccc(OC)c1OC (configuration not stated),4,-2.6,-7,6,3,5,0,-4,-5,1
S=c1[nH]nc(-c2ccc3ccccc3n2)n1-c1ccc(Cl)cc1,-72,0.2,-28,-3,8,27,7,-13,-27,-2
NC(=O)c1ccc(NC(=O)CN2CCOCC2)cc1,2,-2.0,6,nt,3,-8,-7,-2,8,-2
CCOC(=O)c1c(NC(=O)COC(=O)c2nc(Cl)ccc2Cl)sc(C(=O)NC)c1C,nt,-2.8,-6,-2,-2,-20,2,13,20,-1
COc1cc2ncnc(NCCc3ccccc3)c2cc1OC,-1,-3.3,-8,3,-4,-18,3,-6,18,nt
CCOC(=O)c1ccc(NC(=S)Nc2ccc(Cl)cn2)cc1,-34,0.0,10,1,22,-59,3,2,59,nt
O=C1c2ccccc2CN1CCNS(=O)(=O)c1ccc2ccccc2c1,-7,-0.9,3,-4,4,-1,nt,2,1,-4
O=C(c1ccc(Oc2ccccc2)cc1)c1nc2c(n1O)CCCC2,nt,-2.2,-10,1,5,15,10,-5,-15,nt
COCCSc1nnc(NC(=O)c2ccc(NC(C)=O)cc2)s1,-32,-1.3,-9,9,4,-5,-1,-10,5,nt
CC(=O)CCc1ccc(OCCCOc2cccc3cccnc23)cc1,-10,-0.7,16,20,12,-14,0,-11,14,nt
O=C(Nc1cccc(S(=O)(=O)NC2=NCCC2)c1)C1CCCCC1,-6,0.8,-11,-3,-2,4,-10,-1,-4,-4
CCOC(=O)c1c(C)[nH]c(C(=O)CSc2nnnn2-c2ccccc2)c1C,-37,-0.7,5,4,-7,7,1,-12,-7,1
CCCCCc1nc2c(C#N)c(-c3ccc(Cl)cc3)ccn2n1,10,-2.8,12,nt,11,-22,2,7,22,-6
CC(C)c1nnc(NC(=O)CCN2C(=O)c3ccccc3C2=O)s1,4,-0.9,-6,-1,-3,12,-3,0,-12,-2
O=C(O)CSc1nnnn1C1CCCCC1,-1,0.6,-12,-4,1,6,-4,0,-6,-1
O=C(COc1ccc(Cl)cc1)N(Cc1cccs1)C1CCS(=O)(=O)C1 (configuration not stated),18,-4.7,-8,8,2,-2,nt,-17,2,nt
O=C(NC1(C(F)(F)F)NC(=O)N(CC2CCCCC2)C1=O)c1ccco1 (configuration not stated),-11,-1.9,2,6,nt,12,-1,-1,-12,0
CC(=O)N1CCC(N(CCN2CCOCC2)C(=S)Nc2ccc(C)cc2)CC1,-5,-2.8,-6,-3,-3,nt,nt,-8,nt,-4
CC(C(=O)NCC1CCCCC1)N1CCN(S(=O)(=O)c2ccccc2F)CC1 (configuration not stated),nt,-0.3,-12,3,0,nt,3,-3,nt,3
CCN(CC(=O)Nc1cccc(OC)c1)C(=O)C1CCN(C(=O)Nc2ccccc2)CC1,-17,-2.1,-8,nt,-5,-24,-2,-1,24,2
O=C(Cc1ccc(Cl)cc1)OCC(=O)N1CCCCCC1,17,2.7,-7,-12,0,9,0,4,-9,0
O=CN1CCN(c2c([N+](=O)[O-])c(=O)oc3ccccc23)CC1,-18,-1.1,9,-35,14,31,29,6,-31,0
O=C(COC(=O)c1n[nH]c2ccccc12)NC1CCCCC1,3,-2.9,7,10,6,-1,1,-6,1,-5
CC(C)(C)NCCOc1ccc(Br)cc1,-6,0.4,-13,18,2,20,nt,-9,-20,-6
CCCCOCCCNC(=O)c1ccccc1OCC,-2,-2.1,-18,5,2,-19,-1,-1,19,1
Cc1ccccc1OCC(O)Cn1c(SC(C)C)nc2c1c(=O)[nH]c(=O)n2C (configuration not stated),-13,-2.4,-2,nt,6,nt,-2,-14,nt,-4
O=C(NCCc1ccccc1)C1CCCN1S(=O)(=O)c1ccc(Cl)cc1 (configuration not stated),34,-2.2,-6,-5,-5,7,-3,-7,-7,2
CC1CC(C)CN(C(=O)COC(=O)CNC(=O)C23CC4CC(CC(C4)C2)C3)C1 (configuration not stated),4,-2.4,-23,0,2,34,0,5,-34,-4
COCCn1c(N)c(N(Cc2ccccc2)C(=O)COc2ccccc2F)c(=O)[nH]c1=O,24,-0.2,4,5,3,14,2,-4,-14,-5
Cc1cccc(OCC(=O)Nc2ccc3c4c(cccc24)CC3)c1C,-24,-2.9,-14,21,-10,-13,1,-5,13,-1
CCOC(=O)c1cccc(NC(=O)CN2C(=O)C3C4C=CC(C4)C3C2=O)c1 (configuration not stated),2,-0.7,4,-3,21,11,-1,-5,-11,-2
COc1ccc(NC(C)=O)cc1NC(=O)CN1CCN(CC(=O)Nc2ccc(Cl)cc2)CC1,18,-0.6,-6,-4,-7,-16,-3,-1,16,nt
COc1ccc(C2SCC(=O)N2C)cc1 (configuration not stated),-5,0.2,3,-2,-2,12,0,-1,-12,8
Cc1ccc(NC(=O)CN2C(=O)S/C(=C\C(=O)Nc3ccc(Cl)cc3)C2=O)cc1,27,0.7,-5,9,-2,-33,-1,9,33,3
Cc1cc(=O)[nH]c(SCCOc2ccc3c(c2)CCC3)n1,11,0.1,6,40,-8,0,0,-2,0,-6
N#CCC(=O)N/N=C\c1cccc(OC/C=C/c2ccccc2)c1,-1,9.6,-18,-9,7,-13,-1,-11,13,-5
Cc1cc(C)c2c(n1)sc1c(=O)n(-c3ccccc3)c(=O)[nH]c12,nt,-1.0,-14,-2,5,18,-1,0,-18,-4

# The list goes on.
SMILES,PfHsp90 set2,CAL PDZ FP-1,PvdQ inh,MITF TRPM1 HTS,Rtt109 Vps75,SR-BI DiI-HDL act,NSD2 inh,dFosB activator,SR-BI HDL uptake,CAL PDZ FP-2
COCCCNC(=O)CCc1c(C)nc2c(c(C)nn2-c2ccccc2)c1C,-2,-0.4,8,-3,-4,-14,-1,-2,14,-1
CCc1nnc(NS(=O)(=O)c2ccc(NC(=S)NC(=O)c3ccc(Br)cc3)cc2)s1,-4,0.6,4,-11,19,23,15,-7,-23,-3
O=C(c1cc(Sc2cccc(Cl)c2)nc2ccccc12)N1CCN(c2ccccn2)CC1,-2,-1.0,4,-10,24,-9,1,-9,9,7
O=C(NCC1CCCCC1)c1cc(S(=O)(=O)N2CCOCC2)ccc1F,5,-5.5,-20,2,-9,-4,0,-6,4,2
COc1ccc(C2C(C(=O)Nc3ccc4c(c3)OCCO4)c3ccccc3C(=O)N2C)cc1 (configuration not stated),-28,-0.7,11,-12,7,nt,11,-4,-8,-2
Cc1nnc(NC(=O)CSc2nc3c(c(=O)n2C)SC(C)C3)s1 (configuration not stated),-1,-1.1,-12,nt,-23,-5,nt,-11,5,0
CCN1CCN(c2nc(SC)nc3sc4c(c23)CC(C)(C)OC4)CC1,16,-0.4,-11,-3,-1,-15,13,-4,15,1
O=C(Nc1cnn(C23CC4CC(CC(C4)C2)C3)c1)c1cnn2c(C(F)(F)F)cc(-c3ccco3)nc12,-21,-2.1,2,-77,11,-26,nt,0,26,-2
Cc1ccc(NC(=O)c2nc[nH]c2C(=O)N[C@@H](CCCCNC(=O)OC(C)(C)C)C(=O)OC(C)(C)C)cc1,-38,-1.0,-13,-11,8,1,nt,-12,-1,-5
CCOc1ccccc1CNC(=O)C1CCC(=O)N1C(C)C (configuration not stated),-9,-0.3,0,-7,-5,2,0,1,-2,0
